# From PubChem BioAssay
# Anthrax LF prot = blocks Bacillus anthracis lethal factor protease; inhibition, % at 10 µM; multiplex microsphere protease cleavage assay, LF; P15917; 360,000 tested, 0.12% active; note: plate controls were buffer without enzyme for full effect and enzyme alone for no effect
# GDH-TPI counter = GDH-TPI coupled enzyme inhibition counter-screen; GDH-TPI coupled enzyme counterscreen, NADH absorbance; AID 588335; 360,000 tested, 1.2% active; inhibition, % at 4.8 µM; in the data active = inhibition above about 30%;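 note: 0% = DMSO wells and 100% = wells lacking the enzyme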
# FBA Mtb inh = inhibitors of M. tuberculosis fructose-bisphosphate aldolase; purified M. tuberculosis FBA, fluorescence read-out; inhibition, % at 1 µM; 360,000 tested, 2.3% active; AID 588726; in the data active = inhibition above about 27%;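 note: 0% = vehicle and 100% = reference inhibitor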
# Target sequence (P9WQA3 whole entry, looked up): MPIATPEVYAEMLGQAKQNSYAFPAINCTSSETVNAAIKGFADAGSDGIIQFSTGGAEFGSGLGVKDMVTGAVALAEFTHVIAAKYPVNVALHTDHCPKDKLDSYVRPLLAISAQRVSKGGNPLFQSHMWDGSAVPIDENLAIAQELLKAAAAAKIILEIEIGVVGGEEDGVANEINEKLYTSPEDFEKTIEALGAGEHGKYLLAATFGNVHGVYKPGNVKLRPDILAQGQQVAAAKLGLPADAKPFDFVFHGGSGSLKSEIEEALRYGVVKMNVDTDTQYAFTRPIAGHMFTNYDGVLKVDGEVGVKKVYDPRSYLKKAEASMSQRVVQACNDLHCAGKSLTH
# BioA inh = blocks M. tuberculosis BioA enzyme activity; purified M. tuberculosis BioA enzyme, plate reader; inhibition, % at 9.99 µM; 360,000 tested, 0.096% active; in the data active = inhibition above about 40%; inconclusive = no clear call, values can overlap the other calls
# BoNT A protease = blocks Botulinum neurotoxin A light chain protease | multiplex microsphere protease substrate cleavage, flow cytometry | inhibition, % at 10 µM | 360,000 tested, 0.17% active | AID 588499; note: plate controls were buffer without enzyme for full effect and enzyme alone for no effect
# BoNT F protease = inhibitors of Botulinum neurotoxin F light chain protease; Multiplex microsphere protease cleavage assay, flow cytometry; inhibition, % at 10 µM; 360,000 tested, 0.22% active; AID 588497; in the data active = inhibition above about 35%, passing the limit was not always enough; inconclusive = no clear call, values can overlap the other calls; note: plate controls were buffer without enzyme for full effect and enzyme alone for no effect
# UGM FP inh = Mtb UDP-galactopyranose mutase inhibition. P9WIQ1. purified UGM, fluorescence polarization probe displacement. inhibition, % at 10 µM. 320,000 tested, 0.06% active; in the data active = inhibition above about 10%, passing the limit was not always enough; inconclusive = no clear call, values can overlap the other calls
# Target sequence (P9WIQ1 whole entry, looked up): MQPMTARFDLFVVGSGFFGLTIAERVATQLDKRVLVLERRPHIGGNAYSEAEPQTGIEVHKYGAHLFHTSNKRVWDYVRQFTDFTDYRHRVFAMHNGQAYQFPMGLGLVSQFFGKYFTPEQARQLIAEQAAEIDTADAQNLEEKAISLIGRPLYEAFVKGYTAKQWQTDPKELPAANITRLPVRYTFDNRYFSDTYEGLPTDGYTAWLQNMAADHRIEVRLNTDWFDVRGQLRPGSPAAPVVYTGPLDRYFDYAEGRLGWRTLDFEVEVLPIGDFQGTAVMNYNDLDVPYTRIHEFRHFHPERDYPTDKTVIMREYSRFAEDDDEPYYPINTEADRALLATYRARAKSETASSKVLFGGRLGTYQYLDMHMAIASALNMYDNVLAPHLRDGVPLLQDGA
# FadD28 FP inh = M. tuberculosis FadD28 bisubstrate binding inhibition; FadD28 bisubstrate probe binding, fluorescence polarization; inhibition, % at 12.5 µM; 360,000 tested, 0.22% active; in the data active = inhibition above about 8.5%, passing the limit was not always enough; inconclusive = no clear call, values can overlap the other calls
# PfHsp40 yeast = rescue of PfHsp40-mediated yeast toxicity; 340,000 tested, 0.68% active; growth rescue, % at 12.5 µM; S. cerevisiae expressing PfHsp40, growth rescue, ATP luminescence; AID 504582; in the data active = growth rescue above about 28%, passing the limit was not always enough; inconclusive = no clear call, values can overlap the other calls;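 note: yeast W303a lacking pdr1 and pdr3 grown in galactose medium; growth measured after three days at 30 °C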
# The depositor's hits bear a star; ? = inconclusive; / = no result given; + = active, no number; & = joins results of further samples. Cut-off read from the data, not from the text of the source, unless noted: active = inhibition above about 30%; inconclusive = no clear call, values can overlap the other calls; inactive = below that. Not a hit list (roughly 4.7% active in at least one column).
SMILES,Anthrax LF prot,GDH-TPI counter,FBA Mtb inh,BioA inh,BoNT A protease,BoNT F protease,UGM FP inh,FadD28 FP inh,PfHsp40 yeast
C[C@@H]1CN(Cc2nc(Cc3ccccc3F)no2)C[C@H](C)O1,-1,9,1,/,-0.1,0,-2.8,0.8,0.3
Cc1cccc2cc(CN(Cc3cccnc3)C(=S)NCCCN(C)C)c(=O)[nH]c12,-4,3,2,2.6,-0.9,-3,0.2,0.1,-0.3
CN(c1ccc(C(=O)NC2CCCCC2)cc1)S(=O)(=O)c1ccccc1,-4,1,0,1.1,-2.6,-11,6.3,0.1,-0.6
COc1ccc(-c2cc3nc(C)n(N)c(=O)c3s2)cc1,9,32*,+,-0.2,-1.0,?,-0.4,-2.5,-6.7
Cc1cc(C)c(C#N)c(Oc2ccc(O)cc2)n1,-7,-9,-1,4.1,0.1,0,0.0,-1.2,0.4
C=CCn1c(=NC(=O)c2cccs2)sc2cccc(OC)c21,2,22,10,/,0.6,1,-2.0,1.0,-0.9
O=C(NCC1CC1)C1CCCN(S(=O)(=O)c2ccc(-n3cnnn3)cc2)C1 (stereo unspecified),4,3,0,-0.8,-0.2,-26,2.3,-0.5,1.2
COc1ccc(C2NN=C(c3ccc(C)cc3)S2)cc1OC (stereo unspecified),4,8,38*,/,1.1,0,-4.6,-0.9,0.1
Cc1nnc(SC(C)C(=O)Nc2ccc(S(=O)(=O)NC3CCCCC3)cc2)s1 (stereo unspecified),2,1,-1,2.0,-0.6,-7,-1.2,-2.9,0.2
Cc1ccc(-c2cn(S(=O)(=O)c3ccc(C)cc3)nc2N)cc1,0,-3,1,0.8,-2.2,-5,/,-2.8,0.4
Cc1ccc(SCC(=O)Nc2ccccc2C(=O)N2CCOCC2)cc1,-2,0,2,/,-1.9,-12,-0.3,-0.8,0.0
CN1CCOc2cc(S(=O)(=O)Nc3ccc(F)cc3)ccc21,-1,7,1,-1.1,0.6,-10,0.8,-3.2,-0.7
COc1ccc(-c2csc(C3=C(O)CN(Cc4ccc(S(N)(=O)=O)cc4)C3=N)n2)cc1OC,-4,-4,1,1.2,-0.2,5,-2.9,-1.3,-1.5
COc1ccc(/C=C/C(=O)C2CC2)cc1COc1c(C)cccc1C,0,3,0,/,0.4,-2,0.5,-3.4,-1.2
Cc1cc(Br)ccc1NC(=O)CNC(=O)CN(C)C1CCS(=O)(=O)C1 (stereo unspecified),7,1,-2,0.6,2.6,16,/,-0.4,0.5
Cc1ccc(NC(=O)c2ccc(S(=O)(=O)N3CCOCC3)cc2)cc1,8,5,-1,-0.4,-1.7,-1,-0.4,-2.8,3.4
COc1ccc(C(=O)Nc2ccc(S(=O)(=O)N3CCCCC3)cc2)cc1OC,4,-9,-1,12,0.1,-10,0.5,-9.7,0.5
CC=C(C)C(=O)OC1CCN2CC=C(COC(=O)C(O)(C(C)OC)C(C)(C)O)C12 (stereo unspecified),-4,6,0,-0.3,-0.1,-5,/,-0.7,-0.9
CCS(=O)(=O)c1ccc(-c2cccc(NC(=O)c3ccc(Br)o3)c2)nn1,0,7,-2,-0.7,-0.2,6,3.3,1.0,0.0
O=C(Nc1cccc(F)c1)Nc1cnccn1,-2,0,-1,-1.2,-1.5,2,-2.2,-0.8,0.3
Cc1ccc(CNC(=O)CCS(=O)(=O)c2ccc3nc(C)sc3c2)cc1,3,5,1,0.0,-1.1,-12,0.8,1.0,0.9
Cc1cc(=O)[nH]c(N/N=C/c2c(C)nn(-c3ccccc3Cl)c2Cl)n1,-4,3,-6,/,-3.2,-17,-3.2,-4.8,-1.1
COc1ccc(-c2ccc(C(=S)N3CCN(C(C)=O)CC3)o2)cc1,3,32*,7,-0.1,3.5,-4,-0.3,-4.6,-1.1
O=C(Nc1cccc(F)c1)/C(=C\c1ccco1)NC(=O)c1cccs1,-4,8,0,0.8,-0.3,-5,1.8,-2.8,-0.9
CC1CN(c2ccc([N+](=O)[O-])cc2F)CCN1C(=O)c1ccco1 (stereo unspecified),0,9,-5,15,2.1,-3,-2.6,/,-0.8
CC1CN(Cc2nc3ccccc3c(=O)[nH]2)CC(C)O1 (stereo unspecified),3,6,4,/,0.7,10,-1.9,-1.2,0.7
CCOc1ccc(N(CC(=O)Nc2cccc(OC)c2)S(C)(=O)=O)cc1,-14,-5,0,0.8,-4.0,-7,-0.2,-2.4,-1.0
COc1ccc2[nH]c(=O)c(CNC3CCCCC3)cc2c1,0,20,13,-0.7,-0.1,-13,-2.0,0.2,3.4
O=C(COC(=O)Cn1[nH]c(=O)c2ccccc2c1=O)Nc1ncc(Cl)cc1Cl,3,3,5,-2.9,5.2,10,/,-0.7,0.2
CNC(=O)CNC(=O)Nc1ccc(Cl)c(Cl)c1,-2,-4,-6,/,0.7,0,3.2,-4.1,0.2
O=S(=O)(c1ccc(Cl)s1)N1CCN(c2ncccn2)CC1,-1,-7,0,-0.5,-2.1,-24,3.0,-3.5,-0.6
COc1ccc(CN2C(=O)C(CC(=O)NCCCCc3ccccc3)CC(C(=O)N3CCOCC3)=C2C)cc1 (stereo unspecified),-4,3,2,0.4,-0.5,-7,/,-0.6,/
CC1CC(Nc2cccc(O)c2)=CC(=O)O1 (stereo unspecified),-1,6,6,3.7,1.3,?,0.9,-0.8,0.2
CC(OC(=O)Cc1n[nH]c(=O)c2ccccc12)C(=O)Nc1ccc(Cl)cn1 (stereo unspecified),3,14,2,0.6,-0.3,6,-0.8,-0.4,-1.0
O=C(Nc1ccc(Cl)cc1N1CCOCC1)C1CCCO1 (stereo unspecified),0,-3,2,0.5,0.5,0,-2.6,0.8,1.4
Cc1nn(CC(=O)NC(C)c2ccccc2)c(=O)c2ccccc12 (stereo unspecified),-4,-8,3,-6.1,-1.0,-2,-0.9,-1.0,-0.6
CC(C)NC(=O)c1csc(COCCO)n1,1,5,-2,-0.2,-0.4,0,/,0.4,/
CCCN(CCC)C(=S)NC(=O)c1ccc(Cl)cc1Cl,2,-2,2,-0.8,1.4,3,3.0,1.1,11
C/C(=N/NC(=O)c1cc2ccccc2cc1O)c1ccco1,-2,21,2,-2.1,0.0,1,0.9,2.8,77*
CCN1C(=O)[C@H]2[C@@H](c3ccc(-c4ccc(OC)cc4)c(OC)c3)N[C@@](CC(C)C)(C(=O)OC)[C@H]2C1=O,0,6,4,0.4,-0.2,2,0.2,-0.8,-0.3
O=C1c2cccc3cccc(c23)C(=O)N1Cc1cccnc1,4,22,41*,/,-1.8,?,-4.4,-3.7,-0.4
N=C1/C(=C/c2cccn2-c2ccc([N+](=O)[O-])cc2)C(=O)N=C2SC=CN12,2,9,-1,/,0.7,-4,-5.3,-2.4,-1.2
C[C@H](CO)N1C[C@H](C)[C@@H](CN(C)Cc2ccc(Cl)c(Cl)c2)Oc2c(NS(=O)(=O)c3ccc(F)cc3)cccc2C1=O,-7,-13,0,-1.1&0.3,0.5,8,1.8,-2.9,1.4
O=C(CSc1nnc(-c2ccccc2)o1)N1CCN(c2ccccc2)CC1,-2,18,1,-1.1,0.3,5,4.4,0.0,0.4
O=C(Nc1ccccc1C(=O)NCc1ccccc1)c1ccco1,1,-4,1,0.0,0.8,-12,-2.7,-4.7,0.6
COc1ccc(-c2csc3ncnc(NCCO)c23)cc1,0,6,-2,-2.0,-6.1,-20,1.3,-0.7,1.6
CN1CCCC1CCNC1C2CC3CC(C2)CC1C3 (stereo unspecified),-4,20,5,-1.9,-0.1,-3,3.0,-1.4,-1.0
CCCCOC(=O)Nc1nnc(/C=C/c2ccc(OC)cc2)s1,1,20,17,/,-0.5,-10,-2.4,-0.3,-1.1
CC(C)NC(=O)N(C)C[C@@H]1Oc2c(NC(=O)C3CCOCC3)cccc2C(=O)N([C@@H](C)CO)C[C@H]1C,-1,4,0,-1.7&-1.6,-0.2,10,-1.1,-0.9,1.3
CC1CCc2sc(-c3n[nH]c(=S)o3)cc2C1 (stereo unspecified),-2,15,+,/,-0.6,-1,5.5,-0.7,330*
CC(C)(C)c1ccc(C2(C)NC(=O)NC2=O)cc1 (stereo unspecified),-2,12,0,-0.3,0.4,-6,0.7,1.0,1.0
COC(=O)c1sccc1NC(=O)CSc1nnnn1-c1ccccc1F,4,0,3,2.2,0.2,2,3.6,-2.1,1.4
COc1ccc(N=Nc2c(C)[nH]c3ccccc23)cc1,-6,21,-3,0.0,0.5,-1,-0.7,-1.2,0.8
COc1ccc(S(=O)(=O)N2CCCCC2)cc1C(=O)Nc1cc(C)on1,-2,7,-2,13,-0.3,7,-2.0,-1.4,1.1
COc1ccc2cnn(-c3ccc(OC(F)(F)F)cc3)c(=O)c2c1OC,/,8,0,-0.4,/,/,-1.3,-0.7,10
COc1ccc(CCN2CC(C(=O)N(C)Cc3ccccn3)CCC2=O)cc1 (stereo unspecified),-1,0,-3,-0.6,0.4,-4,/,-1.7,/

# (further entries)
SMILES,Anthrax LF prot,GDH-TPI counter,FBA Mtb inh,BioA inh,BoNT A protease,BoNT F protease,UGM FP inh,FadD28 FP inh,PfHsp40 yeast
CCOC(=O)c1sc(C)c(C(=O)NCC(C)(C)CN(C)C)c1N,-1,9,15,0.1,-0.1,-17,1.7,-1.8,0.8
Cc1ccc(C2C(N)C(=O)N2c2ccc(C)cc2)cc1 (stereo unspecified),1,-1,-4,3.5,1.9,18,0.3,/,-0.9
CCOc1cccc(CNCCSc2nnnn2C)c1,1,4,0,-0.9,-0.6,-6,2.7,0.2,0.5
Cc1ccc(NCc2nnc(SCC(=O)NNC(=O)Cc3ccccc3)n2C)cc1,1,5,4,-7.0,0.3,1,0.4,-0.2,0.0
CCc1ccc2c(CN3CCc4ccccc43)cc(=O)oc2c1,1,4,-1,-0.8,2.0,-10,-2.4,-2.6,-0.1
CCCC(=O)Oc1cccc(C2NC(=O)c3ccccc3O2)c1 (stereo unspecified),14,1,1,-1.2,-2.0,15,-0.2,-0.8,-0.1
O=C(CCN1C(=O)c2ccccc2C1=O)C1=NN[C@@H]2C(=O)N(c3cccc(F)c3)C(=O)[C@H]12,1,9,0,/,-0.4,1,2.1,-4.2,-0.5
CCOC(=O)c1ccc(NC(=O)NCCc2ccccc2OC)cc1,-3,-15,-5,/,-0.4,0,0.1,-3.0,2.3

# Compound profiles, as listed above. Order of screens: Anthrax LF prot, GDH-TPI counter, FBA Mtb inh, BioA inh, BoNT A protease, BoNT F protease, UGM FP inh, FadD28 FP inh, PfHsp40 yeast
# Results for `CCOC(=O)c1sc(C)c(C(=O)NCC(C)(C)CN(C)C)c1N` = -1, 9, 15, 0.1, -0.1, -17, 1.7, -1.8, 0.8
# Results for `CCOc1cccc(CNCCSc2nnnn2C)c1` = 1, 4, 0, -0.9, -0.6, -6, 2.7, 0.2, 0.5
# Results for `CCc1ccc2c(CN3CCc4ccccc43)cc(=O)oc2c1` = 1, 4, -1, -0.8, 2.0, -10, -2.4, -2.6, -0.1
# Results for `CCCC(=O)Oc1cccc(C2NC(=O)c3ccccc3O2)c1` (stereo unspecified) = 14, 1, 1, -1.2, -2.0, 15, -0.2, -0.8, -0.1

# Next section
SMILES,Anthrax LF prot,GDH-TPI counter,FBA Mtb inh,BioA inh,BoNT A protease,BoNT F protease,UGM FP inh,FadD28 FP inh,PfHsp40 yeast
CCOc1ccccc1N1CC(C(=O)NNC(=O)c2cc(OC)c(OC)c(OC)c2)CC1=O (stereo unspecified),-1,-6,5,/,-2.3,-9,-0.9,-1.4,-0.4
CCc1nnc(NC(=O)C2=CCN(S(=O)(=O)c3ccccc3)CC2)s1,-3,2,-1,/,-1.0,-7,-2.2,-2.3,0.2
COC(=O)CCC(=O)NNC(=O)c1ccc([N+](=O)[O-])cc1,0,-3,2,/,0.2,-1,-5.1,-2.5,-0.1
Cn1c(=O)c(=O)n(C)c2cc(S(=O)(=O)CCC(=O)N3CCOCC3)ccc21,-5,6,0,1.5,-0.7,-3,1.9,2.4,1.2
O=C1OC(N2CCN(C(=O)C3CCCO3)CC2)c2ccccc21 (stereo unspecified),-2,-11,3,-0.9,-0.1,-5,0.9,-3.1,0.5
